Bioassay records (PubChem)
M5 antag – human M5 muscarinic receptor antagonists, primary screen, CHO cells, Fluo-8 calcium fluorescence | CHO-hM5 cells, ACh EC80 | inhibition, % at 3 µM | AID 624040, 2012 | 0.59% of 360,000 active | Muscarinic acetylcholine receptor M5 (Homo sapiens), P08912;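 active means inhibition above a per-plate cutoff, the mean of that plate's test compounds plus 3 SD, cut at about 27% in these data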;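 further: 0% = acetylcholine EC80 with DMSO and 100% = DMSO without agonist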
Target sequence (P08912 whole entry, looked up): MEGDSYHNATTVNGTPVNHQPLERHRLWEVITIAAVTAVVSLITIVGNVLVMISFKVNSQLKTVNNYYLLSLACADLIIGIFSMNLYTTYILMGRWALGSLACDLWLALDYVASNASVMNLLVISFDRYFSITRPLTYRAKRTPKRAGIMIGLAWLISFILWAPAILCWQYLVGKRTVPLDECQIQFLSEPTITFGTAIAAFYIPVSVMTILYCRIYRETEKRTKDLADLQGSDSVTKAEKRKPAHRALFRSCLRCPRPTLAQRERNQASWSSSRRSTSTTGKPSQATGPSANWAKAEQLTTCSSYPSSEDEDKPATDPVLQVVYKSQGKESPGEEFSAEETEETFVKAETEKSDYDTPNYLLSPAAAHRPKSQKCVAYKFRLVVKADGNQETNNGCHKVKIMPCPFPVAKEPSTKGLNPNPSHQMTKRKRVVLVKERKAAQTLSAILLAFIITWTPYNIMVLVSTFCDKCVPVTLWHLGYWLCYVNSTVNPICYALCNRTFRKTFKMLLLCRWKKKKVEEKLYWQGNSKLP
TAAR1 antag – human TAAR1 antagonists, primary screen, Fluo-8 calcium fluorescence, CHO RD-HGA16 cells; antagonist; inhibition, % at 3 µM; 1.5% of 360,000 active;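 active means inhibition above a per-plate cutoff, the mean inhibition of test compounds on that plate plus 3 SD, cut at about 49% in these data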;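 further: 0% = DMSO plus EC80 beta-PEA response and 100% = DMSO alone without agonist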
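Test system – hTAAR1-expressing CHO RD-HGA16 cells, Gα16-coupled · Reagent – β-PEA at EC80 concentration, post-compound challenge · Compound dosing – 3 µM, single point · Timing – 140 s kinetic read after compound, 140 s after agonist · Detection – Fluo-8 intracellular calcium dye fluorescence, real-time kinetic reads · Control set – DMSO and EC80 PEA controls · Repeats – n of 1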
CRFR2-BP ag – agonists of CRF-BP/CRF-R2 complex, primary screen, cell-based, HEK293, calcium dye fluorescence, uHTS; 0.46% of 350,000 active; CRF-binding protein / CRF receptor 2 complex (human); activation, % at 13.2 µM; calcium dye fluorescence (FLIPR); percent of saturating CRF peptide response; AID 588473, 2011;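 active means activation of at least 50%, plus an integration ratio under a set limit after plate pattern correction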;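 further: plate controls were neutral control wells without compound for no effect and CRF at EC100 for full effect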
CRFR2-BP antag – antagonists of CRF-BP/CRF-R2 complex, primary screen, cell-based, HEK293, calcium dye fluorescence, uHTS | CRF-induced calcium fluorescence | inhibition, % at 11.8 µM | 0.59% of 350,000 active;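 active means inhibition of the ligand-induced calcium signal above about 50% at the single tested concentration, limit read from the data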
CHO-K1 Ca PAM – nonselective calcium activators in parental CHO-K1 cells, primary screen, counter-screen for M1 PAM project, cell-based, Fluo-8 calcium fluorescence, full deck, 1536-well; ATP EC20; 0% at ATP EC20, 100% at ATP max; activation, % at 3 µM; 0.02% of 360,000 active; AID 602247, 2012;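 active means activation above the run cutoff, the mean activation of all test compounds plus 3 SD, cut at about 40% in these data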;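 further: peak over basal fluorescence ratio in a 140 s read after ATP addition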
M4 PAM – human M4 muscarinic receptor positive allosteric modulators, primary screen, CHO-K1 cells, Fluo-8 calcium fluorescence; CHO-K1 hM4/Gqi5, ACh EC20; 0% = ACh EC20, 100% = maximal ACh; activation, % at 3 µM; 0.4% of 360,000 active; Muscarinic acetylcholine receptor M4 (Homo sapiens), P08173; AID 624126, 2012;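 active means activation above its plate's cutoff, the mean activation of sample wells plus 3 SD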; further: some results filed as inactive read as strong as hits
Target sequence (P08173 whole entry, looked up): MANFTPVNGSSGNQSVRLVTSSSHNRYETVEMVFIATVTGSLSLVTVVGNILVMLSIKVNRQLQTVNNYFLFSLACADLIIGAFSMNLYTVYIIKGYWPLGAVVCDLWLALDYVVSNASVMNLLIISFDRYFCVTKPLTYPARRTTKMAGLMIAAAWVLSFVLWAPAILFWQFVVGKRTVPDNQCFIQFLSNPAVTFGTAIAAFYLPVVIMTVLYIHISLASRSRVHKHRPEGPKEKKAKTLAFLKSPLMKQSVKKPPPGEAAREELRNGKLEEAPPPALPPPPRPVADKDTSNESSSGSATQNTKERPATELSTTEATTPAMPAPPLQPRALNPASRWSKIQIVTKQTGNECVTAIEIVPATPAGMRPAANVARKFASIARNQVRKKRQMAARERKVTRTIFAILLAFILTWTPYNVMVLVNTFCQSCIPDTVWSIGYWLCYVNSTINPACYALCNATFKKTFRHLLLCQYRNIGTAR
M5 ag – human M5 muscarinic receptor agonists, primary screen, CHO-K1 cells, Fluo-8 calcium fluorescence; Muscarinic acetylcholine receptor M5 (Homo sapiens), P08912; CHO-K1 hM5 cells; 0% DMSO wells, 100% maximal acetylcholine response; activation, % at 3 µM; 0.19% of 360,000 active;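 active means activation above the run's mean over test compounds plus 3 SD, cut at about 23% in these data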;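 further: signal is peak over basal fluorescence ratio across the kinetic read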
M5 PAM – human M5 muscarinic receptor positive allosteric modulators, primary screen, CHO-K1 cells, Fluo-8 calcium fluorescence; CHO-K1 hM5, ACh EC20 PAM; 0% = ACh EC20, 100% = ACh EC100; activation, % at 3 µM; 0.3% of 360,000 active; Muscarinic acetylcholine receptor M5 (Homo sapiens), P08912; AID 624038, 2012;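 active means activation above the run cutoff, the mean activation of all test compounds plus 3 SD, cut at about 18% in these data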
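system = human M5 receptor in CHO-K1 cells | reagent = EC20 acetylcholine as agonist stimulus | compound dosing = single-point, 3 µM nominal | incubation = Fluo-8 loading 80 min at 37 °C plus 30 min room temperature | detection = Fluo-8 calcium dye fluorescence, kinetic read | benchmarks = low control EC20 acetylcholine (0%), high control EC100 acetylcholine (100%)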
TAAR1 agonist – human TAAR1 agonists, primary screen, Fluo-8 calcium fluorescence, CHO RD-HGA16 cells; activation, % at 3 µM; 0.99% of 360,000 active; Trace amine-associated receptor 1 (Homo sapiens), Q96RJ0; vehicle wells 0%, saturating PEA agonist 100%;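 active means activation above the mean activation of all test compounds in the run plus 3 SD, cut at about 38% in these data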
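Test system: RD-HGA16 (CHO) cells co-expressing Gα16 and hTAAR1 / Benchmarks: DMSO vehicle as 0%, PEA at EC100 as 100% / Repeats: no replicates (n 1) / Measure: % activation from peak over basal fluorescence ratio, DMSO-to-PEA scaled / Timing: 17-24 h plating, Fluo-8 75 min 37 °C, 30 min RT / Technique: kinetic Fluo-8 calcium fluorescence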
* marks the source's active call; other numbers are inactive results; · = no result given.

mol	M5 antag	TAAR1 antag	CRFR2-BP ag	CRFR2-BP antag	CHO-K1 Ca PAM	M4 PAM	M5 ag	M5 PAM	TAAR1 agonist
CCOC(=O)C(NC(=O)c1ccccc1Cl)(Nc1ccc(C)c(C)c1)C(F)(F)F (stereo unspecified)	8	-32	0.3	14	7	1	-1	0	-2
Cc1ccc(C)c2[nH]c(=O)c(CCNC(=O)c3ccc(S(=O)(=O)N4CCCC4)cc3)cc12	-18	0	-1.9	-14	10	-3	1	11	4
COc1ccc(C=C(c2nc3ccccc3s2)c2nc3ccccc3s2)cc1O	0	9	2.9	38	0	-6	-3	-6	2
Cc1cccc(N2C(=O)N3[C@H](c4ccc(Br)cc4)[C@@H]4C(=O)N(C(C)(C)C)C(=O)[C@@H]4[C@]3(C)C2=O)c1	4	15	5.6	-21	12	11	1	1	20
CCc1nc2c(OCc3cccc(Cl)c3)cccn2c1N(C)C(=O)c1ccc(OC)cc1	5	-21	·	·	-2	-6	-3	0	5
COc1cc(OC)cc(-n2nnnc2SCC(=O)N2CCCc3ccccc32)c1	-1	5	-0.4	-4	21	5	0	-2	5
CC(NC(=O)Cc1ccccc1)C1COc2ccccc2O1 (stereo unspecified)	5	-4	-1.4	-4	9	1	-6	7	2
CCc1ccc(N(C(=O)c2snc(C(N)=O)c2N)C(C(=O)NCC2CCCO2)c2ccco2)cc1 (stereo unspecified)	20	46	-1.1	-10	-23	-12	0	-12	12
CCOC(=O)c1ccc2c(c1)N(C)C(=O)c1ccccc1S2	-3	·	-6.1	30	10	4	-5	-2	·
COc1ccc(/C=C\C(=O)c2c(O)ccc3c(C)cc(=O)oc23)cc1	-12	-7	0.6	-51	10	-2	-7	0	9
O=C(c1cc2cc([N+](=O)[O-])ccc2s1)N1CCOCC1	3	4	-2.1	-5	13	6	-2	3	6
Cn1c(=NC(=O)COc2ccccc2)sc2ccccc21	2	21	-1.9	3	12	-6	-5	-1	12
CN1CCN(c2ccc(Cl)cc2NC(=O)c2cccc(S(=O)(=O)N(C)C)c2)CC1	-6	-2	-2.1	4	-7	-7	-1	-1	3
O=C(OCC(=O)N1CCCCC1)c1ccc2ccccc2n1	-4	17	-0.3	7	-2	1	3	6	1
CC[C@]1(c2cccc(C)c2)C(=O)N(C(=O)OC)N1C(=O)OC	16	11	1.9	-10	20	7	-3	-1	1
O=C1C2C3C=CC([C@@H]2C(=O)N1C1CCCCC1)[C@H]1C(=O)N(C2CCCCC2)C(=O)C31 (stereo partly specified)	-1	3	0.7	-10	14	4	1	1	8
COCCOC(=O)c1c(NC(=O)CN2CCOCC2)sc(C(N)=O)c1C	3	-2	-2.1	17	15	-2	-6	1	7
CC(=O)Nc1ccc(NC(=O)COc2ccc(S(=O)(=O)N3CCCC3)cc2C)cc1	14	-5	0.6	4	6	-3	-1	-4	3
COc1ccc(S(=O)(=O)NC(=O)C2(C)CCN2C(=O)Cc2ccc(-c3ccccc3)cc2)cc1 (stereo unspecified)	5	-3	·	·	4	0	-1	-5	0
OCCCNc1ncnc2oc(-c3ccccc3)c(-c3ccccc3)c12	8	31	-1.6	0	-5	-10	-4	-7	2
COCCCNC(=O)CC1C[C@H](C(=O)N2CCOCC2)[C@@]2(C)c3[nH]c4ccccc4c3CCN2C1=O (stereo partly specified)	4	-3	-1.2	7	0	0	2	3	-1
COC(=O)c1cc(NC(=O)COC(=O)CCc2nc3ccccc3c(=O)[nH]2)cc(C(=O)OC)c1	13	8	2.5	-8	-4	5	1	4	2
NNC(=O)CCc1nc2ccc(O)cc2[nH]1	10	-3	-1.9	6	18	4	2	8	3
Cn1c(=O)c2ncn(CC(=O)N/N=C/C=C/c3ccccc3)c2n(C)c1=O	10	-3	0.4	-9	1	7	-3	-1	1

2 compounds from above, showing only CRFR2-BP ag and CHO-K1 Ca PAM:
compound | CRFR2-BP ag | CHO-K1 Ca PAM
CC[C@]1(c2cccc(C)c2)C(=O)N(C(=O)OC)N1C(=O)OC | 1.9 | 20
O=C1C2C3C=CC([C@@H]2C(=O)N1C1CCCCC1)[C@H]1C(=O)N(C2CCCCC2)C(=O)C31 (stereo partly specified) | 0.7 | 14

Next part
mol	M5 antag	TAAR1 antag	CRFR2-BP ag	CRFR2-BP antag	CHO-K1 Ca PAM	M4 PAM	M5 ag	M5 PAM	TAAR1 agonist
O=C(NCCc1cccc(F)c1)C1CCC(=O)N(C2CCCCCC2)C1 (stereo unspecified)	2	-37	-0.5	15	-10	3	-3	2	3
O=C(O)c1ccc(NS(=O)(=O)c2cccc(C(=O)Nc3ccc(Br)cc3)c2)cc1	-1	6	0.2	0	18	1	2	5	1
CCNc1ccc2noc3c2c1C(=O)c1ccccc1-3	38*	90*	192*	-179	-2	-22	37*	-16	318*
Cc1nn(Cc2c(F)c(F)c(F)c(F)c2F)c(C)c1NC(=O)c1nn(C)c(C)c1Br	19	-24	-0.3	13	-1	-2	0	-9	5
O=C(O)c1cccnc1Br	-7	-3	-0.6	0	5	2	4	7	3
O=C(Nc1ccc2c(c1)OCO2)c1ccc(Cl)nc1	4	-3	-2.3	40	1	-1	-1	-7	9
Cc1cc(=O)n2nc(N3CCCC(C(=O)NC4CCCCC4C)C3)sc2n1 (stereo unspecified)	9	-1	-0.9	16	11	-1	-1	-1	0
CC(=O)Nc1ccc(S(=O)(=O)N(C2=NCC(C)S2)c2ccccc2)cc1 (stereo unspecified)	-6	·	0.9	-2	3	-25	2	-14	·
Cc1sc(N)c(C(=O)c2ccccc2Cl)c1C	10	10	-12	30	21	8	-5	0	9
CCC1CCCCN1CCCNC(=O)c1c(O)nc2cc(C)ccn2c1=O (stereo unspecified)	11	-11	1.5	4	-6	-4	-3	-4	1
COc1cc(-c2csc(C)n2)ccc1O	-5	17	-1.1	-15	20	-1	-8	5	-1
O=C(Nc1cccc(-c2ccc(N3CCOCC3)nn2)c1)c1ccc(Cl)cc1	5	38	-1.0	4	-1	2	0	-5	9
CC(C)[C@H](NC(N)=O)C(=O)NCCc1ccc(Cl)cc1Cl	-11	11	0.9	3	-8	-6	-7	-4	8
CC(C)Oc1ccc(S(=O)(=O)N2CCOCC2)cc1NC(=O)CCCSc1ccccc1	8	13	1.7	5	-14	-7	-2	-13	2
Oc1ccc(/C=C/c2nc(-c3ccccc3O)n(-c3ccccc3)n2)cc1	2	-6	-0.9	-37	15	17	-6	-11	23
Nc1nc2ccccc2cc1C(=O)NCc1ccc(-c2ccccc2)cc1	31*	25	·	·	·	-4	10	-17	2
Cn1c(CSCc2ccc(F)cc2)nnc1SCC(=O)N1CCN(c2ccccc2)CC1	3	18	-1.6	13	18	3	2	-7	21
Cc1cccc(C(=O)N2CCN(Cc3nc4sc5c(c4c(=O)[nH]3)CCCC5)CC2)c1	11	-17	-1.6	-13	-10	-2	-3	-2	-2
COc1ccccc1NC(=O)CN1CCC(c2nc3ccccc3[nH]2)CC1	4	28	-0.6	0	20	6	4	3	3
O=C(Nc1ccc2oc(-c3ccncc3)nc2c1)c1ccccc1	9	-17	5.8	-7	20	5	3	-1	3
CCOC(=O)N1CCN(S(=O)(=O)c2ccc(C(=O)NNc3nc4ccc(Cl)cc4s3)cc2)CC1	0	·	0.9	-16	12	3	0	3	·
COc1ccc(NC(=O)CCOc2ccccc2)c(OC)c1	-5	-14	1.0	3	0	10	0	3	-1
Cc1cccc(C)c1NS(=O)(=O)c1c(C)[nH]c(=O)[nH]c1=O	-2	-10	0.0	4	-7	15	0	-2	3
CC(C)NC(=O)C1CCN(S(=O)(=O)c2ccc(N3CCCC3=O)cc2)CC1	23	-20	-0.6	9	-7	-2	-3	-10	0
COc1ccc(F)cc1S(=O)(=O)N1CCC2(CC1)OCCN2S(=O)(=O)c1cccs1	-3	7	-0.9	-5	13	-6	-1	5	6
N#CC(CC(=O)c1ccc(F)cc1)c1ccc2c(c1)OCO2 (stereo unspecified)	1	21	1.3	5	-2	-5	0	-6	-3
CC(OC(=O)c1cccc([N+](=O)[O-])c1)C(=O)N1CCc2ccccc21 (stereo unspecified)	3	-30	0.5	-6	11	1	-4	-3	1
CNC(=O)c1sccc1SCc1c(Cl)cccc1Cl	-1	6	-0.3	11	12	-2	-3	-1	1
COc1ccc2cc(C(=O)NC3CCCCC3)c(=O)oc2c1	4	-8	3.8	-19	15	-7	-1	0	14
CS(=O)(=O)c1ccc(-c2nnc(NC(=O)c3cccc(N4C(=O)CCC4=O)c3)o2)cc1	1	2	0.4	-9	18	3	6	3	0
O=C1CC(N2CCN(c3ccccc3F)CC2)C(=O)N1c1ccc(F)cc1 (stereo unspecified)	-1	4	3.1	-4	-5	22	5	7	5
Cc1[nH]n(-c2ccccc2)c(=O)c1/C=N/NC(=O)c1cccc([N+](=O)[O-])c1	-2	0	-1.7	43	-9	5	-1	2	5
COC(=O)Cc1c(C(=O)OC)nnn1-c1ccc(OC(F)(F)F)cc1	1	-1	2.3	-3	24	2	-3	2	0
COc1cccc(CNC(=O)Cn2cc3c(n2)CCCC3)c1	-2	-7	-0.9	-1	26	-9	3	1	0
Cc1c(C(=O)Oc2cccc3ccccc23)cnn1-c1ccccc1	-2	38	4.4	16	17	-5	-3	-1	1
COc1ccc(F)cc1-c1cc(NC(C)=O)c2ncc(-c3cc(OC)c(OC)c(OC)c3)n2c1	9	24	·	·	11	-1	0	-9	14
Cc1ccc(CCN2CC(C(=O)NCCCN3CCCCCC3)CC2=O)cc1 (stereo unspecified)	-4	-6	3.9	36	22	-7	-2	3	9
CC(C)CCNC(=O)Cn1c(=O)oc2cc(S(=O)(=O)N3CCc4ccccc43)ccc21	9	-10	3.2	-5	-11	-10	-3	-9	1

Single entries from the results shown:
M5 ag result of COc1ccc(F)cc1S(=O)(=O)N1CCC2(CC1)OCCN2S(=O)(=O)c1cccs1 is entered as -1
CHO-K1 Ca PAM result of O=C1CC(N2CCN(c3ccccc3F)CC2)C(=O)N1c1ccc(F)cc1 (stereo unspecified) is entered as -5
TAAR1 agonist result of N#CC(CC(=O)c1ccc(F)cc1)c1ccc2c(c1)OCO2 (stereo unspecified) is entered as -3
